Assay outcomes (PubChem BioAssay)
Bcl-xL primary = inhibitors of human Bcl-xL, primary screen, biochemical, fluorescence polarization, HTS. 320,000 tested, 0.7% active. inhibition, % at 10.9 µM. GST-Bcl-xL / FITC-Bim BH3 peptide fluorescence polarization. Bcl-2-like protein 1 (Homo sapiens), Q07817. AID 2129, 2009;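 active = inhibition above the mean of all tested compounds plus 3 SD, cutoff set per campaign, cut at about 30% in these data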;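 note: 0% = DMSO wells and 100% = unlabeled Bim-BH3 peptide competitor; inhibitors lower millipolarization by displacing the labeled peptide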
CR mimetic SO = reduction of superoxide in aged yeast, primary screen, HTS; superoxide response (% of plate mean), % at 10 µM; S. cerevisiae aged cells, superoxide DHE fluorescence; hits give low values; AID 2690, 2010; 330,000 tested, 0.18% active;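 active = superoxide response under a set limit, about three screen SD below normal, cut at about 65% in these data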;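 note: yeast aged for seven days with compound at 30 °C before DHE staining; 100% = average MFI of all compound-treated wells on the plate with controls excluded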
GRK2 aptamer HTS = compounds blocking aptamer binding on GRK2 – biochemical, human GRK2, bead flow cytometry, HTS, primary screen | Beta-adrenergic receptor kinase 1 (Homo sapiens), P25098 | FAM-aptamer displacement from GRK2 | inhibition of aptamer binding, % at 10 µM | 330,000 tested, 0.59% active | AID 488847, 2010;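 active = inhibition of aptamer binding above 40%, roughly 3 SD of noise, on plates passing a quality check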;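 note: median bead fluorescence of bound FAM aptamer so fluorescent compounds give negative values; no value below 0 was filed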
VLA-4 inh = inhibition in human VLA-4 binding assay, primary screen, VLA-4 allosteric modulator project, MLPCN library, flow cytometry, VLA-4 expressing cells; 330,000 tested, 0.2% active; inhibition, % (about 7 µM as worked out from the volumes in the protocol); Integrin alpha-4 (Homo sapiens), P13612; ligand binding flow cytometry; AID 2557, 2010; in the data active = inhibition above about 50%
GLD-1 RNA inh = GLD-1/TGE RNA complex disruptors, primary screen, biochemical, fluorescence polarization; Female germline-specific tumor suppressor gld-1 (Caenorhabditis elegans), Q17339; purified GLD-1 + fluorescein TGE RNA; inhibition, % at 5.96 µM; 320,000 tested, 0.44% active; AID 2280, 2010;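 active = percent inhibition above a per-plate cutoff, the plate mean of test compounds plus 3 SD, cut at about 30% in these data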;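 note: 0% = DMSO wells with GLD-1 and probe and 100% = wells lacking GLD-1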
Target sequence (Q17339 whole entry, looked up): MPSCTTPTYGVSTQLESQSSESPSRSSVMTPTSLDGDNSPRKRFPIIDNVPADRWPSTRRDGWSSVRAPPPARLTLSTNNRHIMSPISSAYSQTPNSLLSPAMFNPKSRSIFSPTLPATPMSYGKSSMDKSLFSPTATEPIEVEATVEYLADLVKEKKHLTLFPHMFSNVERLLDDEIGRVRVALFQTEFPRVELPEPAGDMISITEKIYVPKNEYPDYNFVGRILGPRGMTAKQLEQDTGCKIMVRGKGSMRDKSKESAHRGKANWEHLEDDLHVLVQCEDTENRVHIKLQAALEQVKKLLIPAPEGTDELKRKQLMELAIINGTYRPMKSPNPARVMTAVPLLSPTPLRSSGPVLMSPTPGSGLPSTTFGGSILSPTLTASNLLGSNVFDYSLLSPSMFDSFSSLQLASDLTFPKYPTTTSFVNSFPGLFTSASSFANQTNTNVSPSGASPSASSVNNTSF
MCL1-BIM inh = inhibitors of MCL1 binding to BIM-BH3, primary screen, biochemical, fluorescence polarization; Induced myeloid leukemia cell differentiation protein Mcl-1 (Homo sapiens), Q07820; GST-MCL1 / FITC-Bim-BH3 fluorescence polarization; inhibition, % at 10.9 µM; 320,000 tested, 0.68% active; AID 2057, 2009;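 active = inhibition above the mean inhibition of all tested compounds plus 3 SD, set per campaign, cut at about 40% in these data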;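 note: 0% = DMSO wells and 100% = unlabeled Bim-BH3 peptide control; higher means more loss of mP so more displacement of Bim peptide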
AGP1-GFP MLPCN = modulators of AGP1-GFP expression in yeast TOR pathway, primary screen, cell-based, multiplex flow cytometry, S. cerevisiae, MLPCN library; GFP response vs DMSO, % at 10 µM; 320,000 tested, 0.02% active; 3 h; GFP as percent of DMSO wells;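 active = GFP response relative to DMSO above a set limit, near screen average plus 3 SD, cut at about 150% in these data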;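 note: median GFP channel fluorescence of the gated AGP1 strain per well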
MEX-5 binding = MEX-5 zinc finger RNA-binding disruptors – biochemical, C. elegans, fluorescence polarization, MLPCN library, primary screen. AID 1832, 2009. MEX-5/FITC-TCR2 RNA binding; hits give low values. 300,000 tested, 0.38% active. Zinc finger protein mex-5 (Caenorhabditis elegans), Q9XUB2. activity score (negative = inhibition of binding), % at 10 µM;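 active = inhibition past about -25% in most replicates, and total fluorescence under double the plate's negative control median, limit read from the data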;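 note: 0% = DMSO and -100% = 5 µM competing unlabeled TCR2 RNA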
Target sequence (Q9XUB2 whole entry, looked up): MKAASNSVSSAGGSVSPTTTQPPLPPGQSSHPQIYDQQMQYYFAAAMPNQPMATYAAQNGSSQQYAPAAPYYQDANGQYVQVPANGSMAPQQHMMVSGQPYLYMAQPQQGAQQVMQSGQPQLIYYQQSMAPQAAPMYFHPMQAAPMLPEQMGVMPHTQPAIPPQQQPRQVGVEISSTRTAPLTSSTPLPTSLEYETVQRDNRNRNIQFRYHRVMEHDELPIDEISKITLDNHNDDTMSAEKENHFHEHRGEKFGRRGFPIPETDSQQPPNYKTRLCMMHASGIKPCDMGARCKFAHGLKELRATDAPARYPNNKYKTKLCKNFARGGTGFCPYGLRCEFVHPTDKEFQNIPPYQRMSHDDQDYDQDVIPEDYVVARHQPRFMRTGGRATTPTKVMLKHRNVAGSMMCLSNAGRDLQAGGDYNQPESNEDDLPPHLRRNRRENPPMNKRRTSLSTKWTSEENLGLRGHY
CIT2 TOR yeast = modulators of CIT2-GFP expression in yeast, primary screen, S. cerevisiae, GFP fusion, multiplex flow cytometry, MLPCN library; S. cerevisiae CIT2-GFP strain, 3 h; 100 means same as DMSO wells; GFP response vs DMSO, % at 10 µM; 320,000 tested, 0.065% active;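 active = GFP response relative to DMSO above a set limit, near the screen mean plus 3 SD, cut at about 150% in these data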;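 note: ratio of well median GFP fluorescence to mean of DMSO wells on the plate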
The depositor's hits bear a star; / = not tested or not shown.

smiles	Bcl-xL primary	CR mimetic SO	GRK2 aptamer HTS	VLA-4 inh	GLD-1 RNA inh	MCL1-BIM inh	AGP1-GFP MLPCN	MEX-5 binding	CIT2 TOR yeast
O=C(CSc1cccc[n+]1[O-])c1cc2ccccc2o1	2.7	108.4	0.0	0.7	-4.7	-0.5	89.6	-3.2	82.6
O=C(Nc1nnc(C2CC2)s1)c1ccccn1	-0.4	105.6	1.0	3.8	-0.5	-3.3	99.9	/	104.5
O=C(Cc1cccs1)Nc1ccc(NC(=O)c2ccco2)cc1	3.4	97.6	0.0	-5.4	2.0	3.2	104.0	-1.8	102.6
CC1(C)CC(=O)c2cc(C(=O)N3CCCC(C)(C)C3)c(=O)n(-c3ccccc3)c2C1	4.9	102.9	1.0	6.4	5.0	-1.1	93.3	1.5	86.0
O=C(CSc1ncccn1)Nc1ccc(Cl)c(S(=O)(=O)N2CCOCC2)c1	/	90.6	0.0	-6.8	-2.3	/	97.0	/	96.6
O=C(Nc1cccc([N+](=O)[O-])c1)c1cccc(C(=O)Nc2cccc([N+](=O)[O-])c2)c1	5.9	103.8	67.0*	39.0	-0.4	9.2	101.9	0.6	101.3
CCCn1c(N)c(N(CCOC)C(=O)CSc2ccccc2)c(=O)[nH]c1=O	2.4	76.3	1.0	6.7	3.2	9.4	102.4	/	104.1
O=C1C(=O)c2ccccc2C(O)=C1CCCCl	5.4	136.7	2.0	-7.7	1.4	1.3	92.5	0.4	78.2
CCOC(=O)c1cnc2c(C)c(Cl)ccc2c1NCCCN1CCOCC1	0.3	97.8	0.0	7.0	2.6	-2.8	98.8	-2.3	104.8
N/C(CC(=O)Nc1ccc(F)cc1)=N\O	-0.8	112.4	0.0	22.1	5.5	1.6	100.5	2.2	104.4
COc1ccc(NC(=O)CN2C(=O)c3cccc4cccc2c34)cc1OC	-10.9	91.9	0.0	-4.8	0.1	-7.1	99.0	0.7	92.9
Cn1c(SCC(=O)NNC(=O)Cc2ccccc2)nnc1-c1ccc(Cl)cc1	-2.6	93.5	2.0	10.8	-1.2	-7.4	93.9	-0.6	95.4
COc1ccccc1-c1nnc(NC(=O)c2ccc(S(=O)(=O)N3CCCC3)cc2)o1	6.3	101.0	0.0	-10.2	-0.3	15.8	119.5	0.3	91.2
CCOc1ccc(CCNC(=O)CCc2c(C)nc3ncnn3c2C)cc1OCC	3.7	94.4	0.0	4.7	3.5	6.2	92.2	-2.3	93.3
Nn1c(SCC(=O)NC2CCCc3ccccc32)nnc1C1CC1 (centres undefined)	/	119.3	1.0	10.9	4.2	/	98.7	/	105.6
Fc1ccc(/C=N/NC(=S)NCCc2ccccc2)cc1F	1.2	105.6	2.0	6.9	12.4	-0.6	91.7	1.3	87.5
CCNCCOC(c1ccccc1)c1ccccc1	16.9	91.6	3.0	9.1	-2.8	4.2	106.4	0.8	101.3
COc1ccc(C(=O)Nc2ccc(-n3nncc3C(C)(C)C)cc2)cc1	5.7	104.0	0.0	9.7	4.4	4.3	92.0	2.7	95.6
Fc1ccc(-c2ccc(NCCN3CCOCC3)nn2)cc1	1.5	87.0	0.0	2.5	-11.6	4.6	98.6	-1.0	114.8
Cc1cccc(OCC(O)CN2CCN(S(=O)(=O)c3ccc(C)cc3C)CC2)c1 (centres undefined)	3.0	84.9	1.0	-1.1	2.6	-0.5	102.0	-1.0	106.9
O=C(NC1CC2CCCC(C1)N2C(=O)Nc1ccccc1F)C1CC1 (centres undefined)	9.3	98.8	0.0	9.5	0.1	5.2	101.4	3.3	101.1
CCC1C(C#N)=C(SCC(N)=O)NC2=C1C(=O)CC(C)(C)C2 (centres undefined)	4.7	92.3	0.0	5.9	3.6	5.1	106.9	-0.2	102.2
COc1ccc(-c2nn(-c3ccccc3)cc2/C=C/C(=O)N2CCN(c3ccccn3)CC2)cc1	2.6	80.4	0.0	2.3	3.1	3.6	96.8	-0.8	91.7
CCCCC(=O)N/N=C/c1ccc(-c2ccc([N+](=O)[O-])cc2)o1	-20.8	92.8	6.0	-13.4	-0.8	-18.5	105.2	-4.8	90.8
O=C(CNC(=O)c1ccc(F)cc1)N/N=C/c1cc(Br)ccc1OCc1ccccc1	6.1	93.1	4.0	9.1	2.8	8.1	95.9	1.7	99.7
COc1cc(OC)c(S(=O)(=O)Nc2ccccc2NC(=O)CN2CCOCC2)cc1NC(C)=O	4.6	113.0	2.0	1.9	-2.3	5.2	81.8	-0.1	116.2
Cc1cccc(N2CC(C(=O)Nc3ccc(S(=O)(=O)N4CCOCC4)cc3)CC2=O)c1 (centres undefined)	6.4	88.7	0.0	20.6	-0.1	7.6	97.1	-1.7	94.8
N#Cc1sc2nc(-c3ccccc3)cc(-c3ccco3)c2c1N	17.9	98.2	2.0	-44.3	5.6	16.0	98.5	-5.1	101.0
CC1=C(C(=O)NC2CCCc3c2cnn3-c2ccc(F)cc2F)OCCO1 (centres undefined)	3.7	81.0	0.0	-125.6	2.8	5.7	104.7	-0.1	104.3
O=C(NCc1ccccn1)c1cccc(NS(=O)(=O)c2cccc(Cl)c2)c1	3.6	93.5	0.0	-13.9	3.2	5.7	103.3	0.3	101.9
CCCn1c(=O)[nH]c(=O)c2c1nc(-c1ccc(OC(F)F)cc1)n2CCN1CCOCC1	3.2	120.3	2.0	-18.4	-9.3	4.7	93.6	-1.7	99.5
CCOC(=O)C1(Cc2cccc(Cl)c2)CCCN(C(=O)CCNC(C)=O)C1 (centres undefined)	/	96.4	1.0	5.4	/	/	100.2	-1.8	103.4
COC(=O)Oc1ccc(/C=N/NS(=O)(=O)c2ccccc2)cc1OC	0.6	111.2	3.0	9.4	6.8	-0.9	99.3	-2.1	103.9
CCCSc1nnc(NC(=O)CCc2ccccc2)s1	-8.2	99.5	0.0	1.4	-0.1	1.6	103.7	2.0	97.8
CN(C)S(=O)(=O)c1cccc(C(=O)NCCNC(=O)c2cccc(S(=O)(=O)N(C)C)c2)c1	0.8	89.4	2.0	-0.6	1.7	-2.8	106.6	-2.5	109.5
CN(C)C(=O)c1cc(C(=O)c2ccccc2Br)c[nH]1	-1.4	109.7	1.0	1.8	-1.5	0.4	84.5	2.1	102.2
COc1cc(/C=C2\SC(=Nc3ccc(O)cc3)NC2=O)cc(OC)c1O	10.2	67.4	0.0	-335.1	-49.1	21.4	97.1	1.4	99.3
O=C(COc1ccc(Cl)cc1)Nc1cc(NC(=O)COc2ccc(Cl)cc2)cc(C(=O)O)c1	6.2	105.2	2.0	6.5	4.5	10.2	99.1	-1.9	103.2
COC(=O)c1c(NC(=O)COC(=O)[C@@H](NS(=O)(=O)c2cccc(Cl)c2)C(C)C)sc2c1CCC2	-2.9	97.6	0.0	-12.2	4.8	-2.9	97.2	-0.1	96.4
Cc1cccc(NC(=O)NCC2CCN(c3ccc(S(=O)(=O)N4CCOCC4)cc3)CC2)c1	7.2	87.7	1.0	-4.3	-2.1	3.7	90.1	-2.0	86.8
CS(=O)(=O)Nc1ccc(C2=NN(C(=O)c3ccco3)C(c3ccccc3F)C2)cc1 (centres undefined)	0.2	90.3	0.0	6.7	2.8	8.6	100.1	1.1	100.2
COc1ccc(OC)c(Cc2nnc(CCC(=O)N3CCN(C4CCCC4)CC3)o2)c1	-5.7	106.5	0.0	11.0	-9.2	-10.6	97.3	-3.3	97.7
CC1CC(C)CN(S(=O)(=O)c2cc(C(=O)O)c(Cl)s2)C1 (centres undefined)	3.5	112.2	/	-52.4	5.1	5.0	91.5	2.5	97.4
O=S(=O)(NCC1COc2ccccc2O1)c1ccc2ccccc2c1 (centres undefined)	1.3	113.0	0.0	17.6	-0.1	-0.8	91.8	3.8	90.5
CN(C)c1ccc(/C=N/NC(=O)Cn2nnc3ccccc32)cc1	-1.9	104.0	2.0	9.6	2.1	-0.6	99.7	1.1	98.5
CCc1ccc(Oc2coc3cc(OC(=O)c4cc5ccccc5oc4=O)ccc3c2=O)cc1	2.5	115.1	0.0	14.8	1.9	-4.8	93.0	2.4	95.7
O=c1c2c3c(sc2nc2n1CCCC2)CCCC3	1.1	98.1	0.0	-3.5	5.4	3.4	104.2	-2.0	110.5
CC(=O)NC(CCS(C)(=O)=O)C(=O)Nc1ccc(F)cc1Cl (centres undefined)	3.7	98.1	0.0	3.2	-10.6	0.2	98.8	/	92.3
CCC(C)Nc1c([N+](=O)[O-])cc(C)cc1[N+](=O)[O-] (centres undefined)	3.0	91.6	1.0	-4.0	1.7	4.1	99.6	0.5	99.6
CC1Cc2ccccc2N1C(=O)CSc1nnc(Cn2nnc3ccccc32)n1C (centres undefined)	7.0	95.5	0.0	9.5	6.2	1.1	102.6	2.0	105.3
Cc1ccc(C(C)C)c(OCc2nnc(SCC(=O)Nc3ncc(C)s3)n2C)c1	-0.5	98.4	0.0	9.5	1.7	-4.9	78.7	1.1	66.6
CC1=C(C(N)=O)C(c2ccccn2)n2nc(SCc3ccccc3)nc2N1 (centres undefined)	8.7	122.9	0.0	10.3	4.3	8.8	100.5	0.4	108.4
CCOC(=O)C1CCN(c2c(C(=O)c3ccccc3)cnc3ccc(CC)cc23)CC1	-2.8	94.6	1.0	-7.1	3.0	4.1	87.1	2.0	84.1
COc1ccc(N2CCN(C(=O)c3cc(=O)c4cc(C)ccc4o3)CC2)cc1	-0.6	132.5	2.0	16.3	1.2	-8.3	97.9	-0.2	97.4
CN1CCN(C(=O)c2cc(C(C)(C)C)cc(C(C)(C)C)c2)CC1	4.2	95.9	2.0	4.7	2.6	4.3	104.2	-0.6	101.2
O=C(CSc1nc2ccccc2s1)Nn1cnnc1	9.6	92.5	1.0	11.6	4.3	2.6	89.6	1.3	84.8
Cc1[nH]n(-c2ccccc2)c(=O)c1C(c1cccc([N+](=O)[O-])c1O)c1c(C)[nH]n(-c2ccccc2)c1=O	1.6	119.7	0.0	1.2	1.9	-0.3	103.0	2.1	101.5
CCOc1ccccc1C(=O)Nc1nncs1	5.4	87.9	1.0	-9.8	7.7	7.6	92.7	-2.0	101.3
Cc1cc(C)cc(Oc2nc3c(C)cccn3c(=O)c2/C=C(\C#N)C(=O)NC2CCS(=O)(=O)C2)c1 (centres undefined)	13.7	95.4	2.0	30.4	5.2	14.7	97.1	/	94.8
